Screening data from PubChem.
LGR2 inh – inhibitors of bursicon-induced LGR2 CRE-luciferase signal, primary screen, cell-based, HEK293, CRE-luciferase reporter, bursicon stimulation; AID 720647, 2013; hit rate 0.35% among 380,000; bursicon-stimulated, 4 h; Drosophila bursicon receptor LGR2 (rickets); inhibition, % at 9.99 µM;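 active = drop in luminescence signal, shown as inhibition above about 50% in the replicate tests, limit read from the data, passing the limit was not always enough; inconclusive = probably only some replicates passing the limit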;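 also: agonist challenge used bursicon conditioned medium at about half maximal strength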
Casp6 inh – human caspase-6 inhibitors, primary screen, biochemical, VEID-R110 fluorescence, single point, set 2; purified caspase-6, Z-VEID-R110 cleavage fluorescence; AID 686996, 2013; P55212; inhibition, % at 12.5 µM; hit rate 0.53% among 350,000;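 active = mean inhibition across replicates at least about 35%, with every replicate also reaching that limit, limit read from the data; inconclusive = only one of the two criteria met; inactive = neither criterion met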;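 also: 0% = median of neutral control wells and 100% = no fluorescence left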
Target sequence (P55212 24-179 limits assumed): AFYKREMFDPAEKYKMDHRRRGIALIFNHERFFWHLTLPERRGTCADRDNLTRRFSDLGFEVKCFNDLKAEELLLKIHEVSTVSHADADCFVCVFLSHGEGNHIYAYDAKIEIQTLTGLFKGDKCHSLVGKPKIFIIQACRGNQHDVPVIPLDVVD
Target sequence (P55212 194-293 limits assumed): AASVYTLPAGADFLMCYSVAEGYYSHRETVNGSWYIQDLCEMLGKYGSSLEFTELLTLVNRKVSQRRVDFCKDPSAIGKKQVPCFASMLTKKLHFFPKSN
EWS-Fli block – EWS/Fli-driven NR0B1 reporter inhibitors, primary screen, A673 cells, NR0B1 luciferase, luminescence, MLPCN library; viability-normalised; inhibition, % at 12.6 µM; hit rate 0.67% among 350,000;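 active = mean inhibition of at least 50% after viability correction, with every replicate also passing that limit; inconclusive = mean reaches 50% but only one of two replicates passes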;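 also: firefly luciferase signal divided by Alamar Blue viability fluorescence both relative to DMSO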
miR-122 sensor – miR-122 Renilla sensor signal increase in Huh7, primary screen, miR-122 inhibitor project, cell-based, single point, plate reader; Huh7 miR-122 Renilla luciferase sensor, 48 h; neutral wells = 0, positive control = 100; activation (reporter increase), % at 12.5 µM; hit rate 0.3% among 340,000;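 active = mean replicate activation score at least 90 and every replicate individually at or above 90; inconclusive = only one of the two criteria met; inactive = neither criterion met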;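 also: higher luciferase means less miR-122 activity so hits act as miR-122 inhibitors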
PAX8 inh HTS – inhibitors of PAX8-driven TPO luciferase reporter, primary screen, RMG-I cells, single concentration | SteadyGlo, 24 h | inhibition, % at 12.6 µM | hit rate 1.2% among 360,000 | AID 652154, 2013;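 active = mean replicate inhibition at least 60% with every replicate also reaching 60%; inconclusive = only one of the two criteria is met; inactive = mean below 60% and not all replicates reaching 60%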;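 also: luciferase light reporting Pax8 driven TPO promoter activity; plate controls were median of neutral control wells for no effect and mitoxantrone controls for full effect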
FN deposition inh – inhibitors of fibronectin matrix deposition, primary screen, AH1F cells, Alexa488-fibronectin fluorescence, plate reader | AH1F fibroblasts, overnight | inhibition, % at 12.6 µM | hit rate 0.086% among 350,000;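 active = mean inhibition across replicates of 30% or more, regardless of how many single replicates reach that level; inconclusive = mean under 30% yet at least half of replicates reach 30%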;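 also: positive control wells lacked labelled fibronectin entirely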
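Schedule: 1 h cell adhesion before compound, then overnight fibronectin incubation; test system: AH1F fibroblast monolayer depositing Alexa488-labelled fibronectin into matrix; quantity: 10000 AH1F cells per well; probe or stimulus: fluorescent fibronectin at 24 nM final; signal: fluorescence, ex 485 nm, em 525 nm; evaluation: percent inhibition as loss of matrix-bound fibronectin fluorescence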
PGC1a acetyl inh – inhibitors of PGC1a acetylation signal, primary screen, cell-based, U2OS, AlphaScreen, inhibitor mode. AlphaScreen anti-acetyl-lysine; with virally co-expressed GCN5 acetyltransferase. hit rate 0.17% among 350,000. inhibition, % at 15.6 µM;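 active = every replicate shows inhibition of at least 40%; inconclusive = mean inhibition at least 40% but some replicate below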;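 also: 0% = neutral control wells and 100% = positive control wells; some results beyond the cut were filed as inactive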
Cneo AK release – Cryptococcus neoformans cell lysis inducers, primary screen, AK release luminescence, single concentration; hit rate 0.2% among 360,000; lysis activity, % at 15 µM; C. neoformans lysis, adenylate kinase release luminescence, 4 h; normalised: neutral wells 0, clomiphene wells 100; AID 651654, 2012;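 active = mean lysis activity across replicates of at least 80%, whatever share of replicates individually reach that level; inactive = mean lysis activity below 80%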
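Schedule: static 4 h at 37 °C with compound, 1 h detection; system: C. neoformans cells; benchmarks: Clomiphene as positive control; buffer or medium: fresh YPD medium; measure: luminescence rise reflecting yeast cell lysis; measured by: luminescent adenylate kinase detection reagent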
Starred values were filed as active, the others as inactive; ? = inconclusive; . = no result given; & = joins results of further samples; [ ] = another dose, or the depositor's remark.

Each structure is followed by: LGR2 inh, Casp6 inh, EWS-Fli block, miR-122 sensor, PAX8 inh HTS, FN deposition inh, PGC1a acetyl inh, Cneo AK release
> CN(C(=O)c1ccc2c(=O)n3c(nc2c1)CCCCC3)c1ccccc1F
→ -2, -3, -5, 3, -7, 5, 2, -1
> C[C@H](O)[C@@H]1CN2CCc3c([nH]c4ccccc34)[C@@H]2C[C@@H]1N(C)C(=O)Nc1cc(Cl)cc(Cl)c1
→ 8, 1, 6, 1, 17, -2, -4, 3
> Cc1ccc(C)c(OCCC(=O)NCCc2ccc(S(N)(=O)=O)cc2)c1
→ 16, 5, 7, 2, 1, 8, 8, 0
> Cc1ccc(C(=O)CCC(=O)N2CCC(C(N)=O)CC2)s1
→ 8, 5, -10, 4, -7, 3, 6, -1
> CC12COC3(C(N)=O)CC1CCC32C (configuration not stated)
→ 6, 5, 9, ., 4, ., ., .
> CCN(CC)c1ccc(Nc2cc3n(c(=O)n2)CCc2cc(OC)c(OC)cc2-3)cc1
→ 26, 9, -3, ., -4, 20, ., .
> O=C(COC(=O)Cc1ccc([N+](=O)[O-])cc1)NCc1ccc2c(c1)OCO2
→ 0, 0, -3, -2, 8, 5, 14, 0
> Cc1ccc(C(=O)NCC(=O)N2CCCCCC2)cc1
→ -10, -1, -67, 4, -66, 2, 1, -1
> O=C(CC1CCC1)Nc1cccc2c([N+](=O)[O-])cccc12
→ 0, -1, -13, -10, -13, 2, 4, 2
> O=C(Nc1ccccc1)Nc1ccc2c(c1)CCC2
→ -88, 0, -124, ., -233, -3, ., -2
> CCN1CCN(Cc2nc3c(c(=O)[nH]c(=O)n3C)n2Cc2ccccc2Cl)CC1
→ -8, 0, -9, 1, -21, -1, -1, -2
> CCC(c1nc2ccccc2[nH]1)n1c(-c2ccnc(Cl)c2)nc2ccccc21 (configuration not stated)
→ 14, 2, 8, ., 8, 3, ., .
> COc1cc(/C=C(/C#N)c2nc3ccccc3c(=O)[nH]2)ccc1O
→ -62, 1, 7, ., -11, -5, ., .
> CCC(=O)N1CC(=O)N2[C@@H](CO)[C@H](c3ccc(-c4cccnc4)cc3)[C@@H]2C1
→ 6, 0, -4, ., 4, ., -17, .
> Cc1nnc(N(C)C(=O)c2ccc3c(c2)OCO3)s1
→ -8, 2, -12, -5, -7, -2, ., -1
> CCCCN(C(=O)c1ccc(N2CCCC2=O)cc1)c1c(N)n(Cc2ccccc2)c(=O)[nH]c1=O
→ 4, -3, 6, 1, 5, -2, ., -1
> C[C@H](CO)N1C[C@H](C)[C@H](CN(C)C(=O)c2cnccn2)Oc2cc(C#CC3CC3)ccc2S1(=O)=O
→ 4, 2, 5, -10[16.7 µM], ., ., -4, -5
> CC(C)(C)c1cc(C(=O)N/N=C/c2ccncc2)n[nH]1
→ 18, 5, -15, -2, ., -4, ., -4
> CCCCOC(=O)c1nc[nH]c1C(=O)OCCCC
→ -4, -1, -7, ., -3, 7, ., .
> CO[C@H]1CN(C)C(=O)c2ccc(NS(=O)(=O)c3cn(C)cn3)cc2OC[C@@H](C)N(CCC(F)(F)F)C[C@H]1C
→ -8, 0, 6, ., -3, -4, 0, 5
> NC(=O)c1ccc(N2CCCC2)nc1
→ -4, 2, 2, ., ., 0, 4, -2
> C[C@@H]1CN([C@H](C)CO)S(=O)(=O)c2ccc(C3=CCCCC3)cc2O[C@H]1CN(C)C(=O)CC1CC1
→ -3, -1, 10, 7[16.7 µM], ., 3, -3, -3
> COc1ccc(CC(N)c2csc(Nc3cccc(OC)n3)n2)cc1 (configuration not stated)
→ 13, -2, 18, -6, 4, -10, -7, 3
> Cc1ccc(C(=O)NCC(=O)NCC(c2cccs2)N2CCOCC2)cc1C (configuration not stated)
→ -11, -120, -2, -5, -9, 0, 19, 3
> CC(C)(C)NC(=O)c1ccc2c(c1)N(CC(=O)N1CCN(c3ccccc3F)CC1)C(=O)C(C)(C)O2
→ ., ., ., -9, ., -7, -2, 1
> O=C(Oc1ccccc1C(=S)N1CCOCC1)c1ccc([N+](=O)[O-])cc1[N+](=O)[O-]
→ 13, 0, 24, -2, -10, -2, 14, -5
> C[C@@H]1CN([C@@H](C)CO)S(=O)(=O)c2ccc(C#Cc3cccc(F)c3)cc2O[C@H]1CN(C)S(=O)(=O)c1cn(C)cn1
→ -8&-1, -3&-2&-1, -8&-8&2, -4, 11, 12&-7, -17&4, 1&1&0
> C[C@@H]1CN([C@@H](C)CO)C(=O)c2cccc(NS(C)(=O)=O)c2O[C@@H]1CN(C)C(=O)Nc1ccc2c(c1)OCO2
→ -7, 1, 3, 9[16.7 µM], ., ., -3, 88*
> O=C(NN=Cc1ccccc1OC(F)F)c1ccc(NS(=O)(=O)c2cccs2)cc1
→ 8, 1, 11, 8, 28, 9, 4, -1
> NC(=O)c1ccc(NCCc2cccs2)cc1
→ -11, -2, -1, 1, -39, 8, 14, 0
> CCCC#Cc1cnc2c(c1)C(=O)N([C@H](C)CO)C[C@H](C)[C@@H](CN(C)C(=O)C1CCCCC1)O2
→ -8, ., 0, 13[16.7 µM], ., ., -2, .
> CCC(C)(C)NC(=O)C(c1ccc(C)o1)N(C(=O)c1csnn1)c1cccc(F)c1 (configuration not stated)
→ ., ., ., 12, -10, 0, -21, 0
> CC(C)CNc1nc(N)c([N+](=O)[O-])c(NCC2CCCO2)n1 (configuration not stated)
→ -15, -1, 1, -6, 2, 4, -7, 5
> CN(Cc1ccccc1)C(=O)c1[nH]cnc1C(=O)NCC(=O)OCc1ccccc1
→ 1, 3, -10, -3, 3, 2, -4, 1
> O=C(C[n+]1ccc2ccccc2c1)Nc1cc(C(F)(F)F)ccc1Cl
→ 9, 0, 10, 7, 0, -1, -4, 2
> C[C@H]1CN([C@@H](C)CO)C(=O)c2cc(C#Cc3ccccn3)cnc2O[C@@H]1CN(C)CC1CCCC1
→ ., ., -8, 8[16.7 µM], -26, ., -23, .
> COc1cc2cc(C(=O)N3CCN(c4ccccc4OC)CC3)[nH]c2cc1OC
→ 25, 2, 8, -3, 8, 8, -6, -1
> CO[C@H]1CN(C)C(=O)c2ccc(NC(=O)c3nc4ccccc4s3)cc2OC[C@@H](C)NC[C@H]1C
→ -5, -1, -18, ., ., -4, -15, -1
> COc1cc(C(=O)OC(C)C(=O)Nc2ccc3c(c2)OCO3)ccc1OCc1c(C)noc1C (configuration not stated)
→ ., 1, ., -2, -1, -4, 8, -1
> Cc1ccccc1CNC(=O)CN1C(=O)c2ccccc2S1(=O)=O
→ -2, 0, 0, -3, -6, 1, 0, .
> CCCNC(=O)c1cc2ccccc2c(=O)o1
→ 0, -1, -23, 2, 4, 5, -7, 3
> COc1ccc(NS(=O)(=O)c2cccc(C(=O)N/N=C/c3ccccn3)c2)cc1
→ 8, -2, -19, -1, -9, ., ., -1
> Cc1c(C(=O)Nc2ccc(S(=O)(=O)NCC3CCCO3)cc2)cccc1[N+](=O)[O-] (configuration not stated)
→ ., 1, 7, ., 6, 4, ., .
> COc1cc2c(C#CCCO)c(-c3ccc(C#N)cc3)oc(=O)c2cc1OC
→ 12, -1, 0, -3, 0, -4, ., 2
> CCCCNC(=O)CSc1nnc(Cc2ccccc2)n1CC1CCCO1 (configuration not stated)
→ 14, 0, -1, ., -14, 19, ., .
> CC(C)NC(=O)Nc1ccc2c(c1)CC(=O)N([C@H](C)CO)C[C@@H](C)[C@H](CN(C)S(=O)(=O)c1ccccc1)O2
→ -24, -8, ., -1[16.7 µM], -9, ., 2, 8
> CNC(=O)C1CCN(S(=O)(=O)c2c(C)noc2/C=C/c2ccc(OC)cc2)CC1
→ 8, -2, 0, -7, -4, -6, -7, 1
> COc1ccc(NC(=O)CCNC(=O)c2ccc([N+](=O)[O-])cc2)cc1S(=O)(=O)N1CCCCC1
→ -3, 4, 5, ., 5, -6, ., -5
> Cc1nc(CNS(=O)(=O)c2cccnc2)cs1
→ -5, ., ., 16, ., ., -4, -3
> CCOc1ccc(N(CC(=O)NCc2ccc(Cl)cc2)S(=O)(=O)c2c(C)noc2C)cc1
→ -4, -1, 6, -5, 35, 3, -4, 0
> CCOC(=O)C(C(=O)OCC)N(C#N)c1nc(N(C)C)nc(N(C)C)n1
→ 3, 2, 27, 3, 13, -3, 7, 0
> CCOc1ccc(CN(C)C(=O)Cc2c[nH]c3ccccc23)cc1
→ 14, -4, 16, 7, 11, 13, -8, 8
> COc1ccc(C[C@@H]2CN3C(=NC[C@@H]3C)N2CCNC(=O)c2ccc(C)c(Br)c2)cc1
→ -13, ., 1, 7, 16, -6, ., -2
> CCOC(=O)c1oc2ccc(S(=O)(=O)N3CCC(C)CC3)cc2c1C
→ -7, -1, 12, 5, ., ., ?, .
> O=C(Nc1ncn[nH]1)c1cc([N+](=O)[O-])ccc1Cl
→ -13, 0, 9, ., -26, -6, ., 2
> C[C@@H]1CN([C@@H](C)CO)C(=O)CCCn2nncc2CO[C@H]1CN(C)C(=O)c1ccc2ccn(C)c2c1
→ 6&-7, -2&0&1, 2&-1&0, -5, 2&-2, -16&6, 4&-2, 1&0&10
> Cc1ccc2nc(NC(=O)c3cccs3)sc2c1
→ ., ., ., 6, -23, -1, -5, -8
> Cc1sc2ncnc(SCC(=O)Nc3nc(-c4ccc(F)c(F)c4)cs3)c2c1C
→ 1, 19, -6, ., -8, -5, -1, .
> Nc1c(OS(=O)(=O)c2ccccc2)cccc1OS(=O)(=O)c1ccccc1
→ -84, 0, -93, ., -186, -6, ., -3
> CSc1ccc(S(=O)(=O)NCC(=O)OCCOc2ccccc2)cc1[N+](=O)[O-]
→ -5, 6, -2, ., -12, 5, ., .

Individual results from the results shown.
In Casp6 inh, NC(=O)c1ccc(NCCc2cccs2)cc1 has the entry -2
In EWS-Fli block, O=C(CC1CCC1)Nc1cccc2c([N+](=O)[O-])cccc12 has the entry -13
